# High-throughput results: PubChem, several laboratories
# STK33 kinase inh: human STK33 kinase inhibition; Q9BYT3; purified STK33, MBP phosphorylation, ADP-Glo luminescence; inhibition, % at 10 µM; 320,000 compounds, 0.073% hits;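 active = inhibition at or above 25%, using the most active replicate where run in duplicate; inactive = inhibition below 25%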
# Target sequence (Q9BYT3 whole entry, looked up): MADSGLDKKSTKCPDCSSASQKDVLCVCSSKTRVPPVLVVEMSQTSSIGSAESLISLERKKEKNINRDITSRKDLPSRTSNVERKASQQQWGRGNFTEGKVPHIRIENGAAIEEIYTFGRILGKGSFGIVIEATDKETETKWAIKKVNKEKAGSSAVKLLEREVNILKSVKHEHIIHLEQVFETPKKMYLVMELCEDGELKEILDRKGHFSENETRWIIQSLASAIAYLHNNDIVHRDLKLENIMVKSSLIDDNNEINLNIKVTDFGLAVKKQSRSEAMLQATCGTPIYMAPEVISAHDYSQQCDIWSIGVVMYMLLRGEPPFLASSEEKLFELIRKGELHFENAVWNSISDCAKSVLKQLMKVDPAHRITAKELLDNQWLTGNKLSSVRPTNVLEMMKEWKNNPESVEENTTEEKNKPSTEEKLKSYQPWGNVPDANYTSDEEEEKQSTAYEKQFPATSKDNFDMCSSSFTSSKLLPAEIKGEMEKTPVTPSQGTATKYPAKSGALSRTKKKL
# OX1R antag-1: blocks the human orexin 1 receptor; OX1R-expressing cells, FRET antagonist read-out; inhibition, % at 6.6 µM; 330,000 compounds, 1.8% hits; AID 485270; in the data active = inhibition mostly above about 38%, no sharp cut-off; inactive = mostly below about 40%;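 also: 0% = agonist challenge alone and 100% = reference antagonist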
# Target sequence (O43613 whole entry, looked up): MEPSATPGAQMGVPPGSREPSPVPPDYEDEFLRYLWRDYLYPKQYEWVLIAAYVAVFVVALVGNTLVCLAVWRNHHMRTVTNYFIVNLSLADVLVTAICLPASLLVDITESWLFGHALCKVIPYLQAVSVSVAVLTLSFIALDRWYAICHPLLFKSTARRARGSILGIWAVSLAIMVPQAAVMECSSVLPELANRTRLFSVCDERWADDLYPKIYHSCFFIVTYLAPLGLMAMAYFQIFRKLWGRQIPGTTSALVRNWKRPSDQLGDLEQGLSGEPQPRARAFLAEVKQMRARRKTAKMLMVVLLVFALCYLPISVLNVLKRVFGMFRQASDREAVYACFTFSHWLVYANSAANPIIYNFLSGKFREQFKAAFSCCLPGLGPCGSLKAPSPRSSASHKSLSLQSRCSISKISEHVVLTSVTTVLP
# OX1R antag-2: antagonists of human orexin 1 receptor; CHO/OX1R cells, Fluo-8 calcium fluorescence, orexin A; inhibition, % at 5 µM; 330,000 compounds, 0.43% hits; AID 434989;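 active = inhibition above its plate's threshold, mean inhibition of all tested compounds on the plate plus 3 SD, cut at about 37% in these data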;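 also: 0% = orexin A challenge wells and 100% = SB-334867-A antagonist wells; not every result past the cut was called active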
# Active calls of the source: *.
# The first five compounds, ahead of the listing:
structure	STK33 kinase inh	OX1R antag-1	OX1R antag-2
C=CCOc1ccc(/C(O)=C2\C(=O)C(=O)N(CCCOC)C2c2ccncc2)cc1 (stereo not drawn)	0.2	28	-2
CCCOC(=O)c1ccc(NC(=O)C(=O)NCC2CCCO2)cc1 (stereo not drawn)	-2.6	9	8
CSc1nnc(-c2cc(C)on2)n1-c1ccccc1	-1.0	-5	-9
Cn1c(SCC(=O)Nc2ccccc2Oc2ccccc2)nnc1C1CC1	-1.4	5	-10
COCCCN1C(=O)c2ccccc2C1C(=O)NC1CCCCCC1 (stereo not drawn)	-3.5	16	-18

# This part in full, from the start:
structure	STK33 kinase inh	OX1R antag-1	OX1R antag-2
C=CCOc1ccc(/C(O)=C2\C(=O)C(=O)N(CCCOC)C2c2ccncc2)cc1 (stereo not drawn)	0.2	28	-2
CCCOC(=O)c1ccc(NC(=O)C(=O)NCC2CCCO2)cc1 (stereo not drawn)	-2.6	9	8
CSc1nnc(-c2cc(C)on2)n1-c1ccccc1	-1.0	-5	-9
Cn1c(SCC(=O)Nc2ccccc2Oc2ccccc2)nnc1C1CC1	-1.4	5	-10
COCCCN1C(=O)c2ccccc2C1C(=O)NC1CCCCCC1 (stereo not drawn)	-3.5	16	-18
Cc1nn(C)c(C(=O)N2CCc3ccccc32)c1Br	-0.7	17	-10
Cc1cccc(NC(=O)CN2CCCCCC2)c1	-1.5	45	7
O=C(Nc1ccccc1O)c1ccc(NS(=O)(=O)c2cccc3cccnc23)cc1	-1.4	4	-2
CC(=O)Nc1ccc(S(=O)(=O)NCCC(=O)OCC(=O)N2CCN(C(=O)c3ccco3)CC2)cc1	-1.8	7	1
Cc1ccc(C(=O)OC2=CC(=O)CC(C)(C)C2)cc1	-1.1	33	-14
CNc1nc(Nc2ccc(C)c(Cl)c2)nc(N)c1[N+](=O)[O-]	0.6	28	-36
O=C(NCCCN1CCCCC1)c1ccc2c(c1)ncn2C1CCCC1	4.9	14	-7
CCCCC(=O)NCc1ccc(Cl)cc1	-1.1	2	1
CN(CC(=O)Nc1ccc(Cl)cc1)C(=O)CNC(=O)Cc1cccc2ccccc12	0.1	6	-3
CC(=O)NNC(=O)CCn1c2c(c3ccccc31)CCCC2	-0.8	1	-32
CC1CC(C)CN(C(=O)CSc2nnc(N)s2)C1 (stereo not drawn)	12	9	-52
Cc1cc(S(=O)(=O)NCC(c2ccccc2)c2ccccc2)ccc1-n1cnnn1	-2.1	12	-8
COc1ccc(C2NC(=O)C(C#N)=C(S)N2c2ccc(C)cc2)cc1OC (stereo not drawn)	-0.6	7	-8
Cn1c(Cc2csc(N)n2)nnc1SCC(=O)NCc1ccccc1	-2.0	12	-11
COCCNC(=O)c1nn2c(C(F)(F)F)cc(-c3ccccc3)nc2c1Cl	-1.6	0	-3
COc1cccc(C2c3[nH]c4ccccc4c3CCN2C(=O)Cn2cncn2)c1OC (stereo not drawn)	0.4	6	-20
COc1ccc(NC(=O)c2cnc3n(c2=O)CCS3)cc1OC	8.7	12	-12
Cc1cc(C)c2c(N)c(C(=O)C(C)(C)C)sc2n1	-0.6	17	-7
O=C(CCc1n[nH]c(=O)[nH]c1=O)Nc1cccc([N+](=O)[O-])c1	-0.1	24	-1
C[C@@]12C(=O)N(c3ccc(C(F)(F)F)cc3)C(=O)N1[C@@H]1c3ccccc3OC[C@@H]1[C@H]2c1ccccc1	-0.8	20	-30
COCCN(CCOC)C(=O)c1ccc(NS(=O)(=O)c2ccc3[nH]c(=O)[nH]c3c2)cc1	14	23	-2
O=C(CSc1ncnc2scc(-c3ccccc3)c12)NC1CCS(=O)(=O)C1 (stereo not drawn)	0.1	12	-37
COC(=O)C1=C(C)N(Cc2ccco2)C(=O)N[C@@H]1c1ccc(Br)cc1	1.4	31	-10
Cc1nn(Cc2ccc(Cl)cc2)c(Cl)c1/C=N/NC(=O)CNc1ccccc1F	-1.5	-4	-36
CCOC(=O)Cc1csc(SCC(=O)Nc2sc3c(c2C(N)=O)CCC3)n1	-0.5	11	-9
CN(CC(=O)Nc1ccccc1Cl)C(=O)COC(=O)CCN1C(=O)C2CC=CCC2C1=O (stereo not drawn)	-0.2	13	-12
COC(=O)C1=CN(C2CCCCC2)C=C(C(=O)OC)C1c1ccc2c(c1)OCO2	0.9	12	-31
O=C(Nc1ccc(S(=O)(=O)N2CCOCC2)cc1)c1c(F)cccc1F	0.0	11	3
Cc1ccc(NC(=O)Cn2nc(C(=O)Nc3ccc(C)cc3)ccc2=O)cc1	1.1	17	-21
COc1ccc(/C=C/CN2CCCC(CO)(Cc3cccc(Cl)c3)C2)cc1 (stereo not drawn)	-0.4	4	-18
COC(=O)CCC(=O)NNC(=O)Cc1ccccc1	-0.2	3	-8
O=C(O)CCCCNS(=O)(=O)c1ccc(Cl)c(C(F)(F)F)c1	2.3	1	-11
Cc1csc2nc(CSc3nncn3-c3ccccc3)c(Br)n12	-2.2	14	-8
Cc1noc(C)c1NC(=O)N(C)C[C@H]1Oc2c(NC(=O)c3ccncc3)cccc2C(=O)N([C@H](C)CO)C[C@@H]1C	5.3	11	-10
Clc1ccc(CN2CCC(Cc3ccccc3)CC2)cc1	1.6	25	-27
C=CCNC(=O)CC(=O)N/N=C/c1ccccc1F	0.7	3	-3
CCCCC(=O)NC(NC(=O)CCCC)c1ccc(OCCC)c(OC)c1	-0.7	29	-15
O=C(COC(=O)c1cccc(S(=O)(=O)N2CCc3ccccc32)c1)Nc1ncc(Cl)cc1Cl	-1.6	5	-16
Cc1ccc(C)c(N2CCN(CCCNC(=O)Cn3cc4c(n3)CCC(C)C4)CC2)c1 (stereo not drawn)	-0.2	4	-25
O=c1[nH]nc2c3ccccc3cnn12	-1.4	-2	7
Cc1ccc(C(=O)N2CCN(C(=O)CN3CCCC3)C2)cc1	3.1	0	-1
CN1CCN(Cc2oc(CO)cc(=O)c2O)CC1	-3.8	13	2
CCCCN(C)CCCNC(=O)CCn1nc(-c2ccccc2)ccc1=O	-1.1	5	-8
Cc1ccc(C(=O)NC2CCCCC2)cc1S(=O)(=O)N1CCCC1	0.7	21	-16
COc1cccc(COC(=O)C2CCN(S(=O)(=O)c3cccs3)CC2)c1OC	-0.4	9	-8

# Pulled by structure from above, 3 records:
structure	STK33 kinase inh	OX1R antag-1	OX1R antag-2
Cc1nn(Cc2ccc(Cl)cc2)c(Cl)c1/C=N/NC(=O)CNc1ccccc1F	-1.5	-4	-36
COC(=O)C1=C(C)N(Cc2ccco2)C(=O)N[C@@H]1c1ccc(Br)cc1	1.4	31	-10
COC(=O)C1=CN(C2CCCCC2)C=C(C(=O)OC)C1c1ccc2c(c1)OCO2	0.9	12	-31

# (list continues)
structure	STK33 kinase inh	OX1R antag-1	OX1R antag-2
CCOc1cc(S(=O)(=O)Nc2ccncc2)ccc1F	-2.6	1	-12
CC(C)(C)NC(=O)C1c2ccccc2Oc2ccccc21	-0.3	15	-27
CCCn1c(C(C)Nc2nc(-c3cc(Cl)c(N)c(Cl)c3)cs2)nc2cc(Cl)c(N3CCCCC3)cc21 (stereo not drawn)	-1.3	17	-23
O=C(Nc1ccccc1Cl)N1CCCN(c2nc(-c3ccccc3)ns2)CC1	-7.1	74*	15
CCCCc1ccc(NC(=S)NCc2cccc(OC)c2)cc1	0.3	16	-9
COC(=O)c1cc(NS(=O)(=O)c2ccc(NC(C)=O)cc2)cc(C(=O)OC)c1	1.9	1	-9
Cc1ccccc1NC(=O)c1cc2ccccc2o1	0.5	-5	-16
CNC[C@H](CC1CCCCC1)NC[C@H](CO)NCC1(c2ccccc2)CC1	11	22	-36
CCOc1ccc(CC2c3cc(OCC)c(OCC)cc3CCN2C(=O)c2cc(OC)c(OC)c(OC)c2)cc1OCC (stereo not drawn)	-2.9	18	-26
COc1cccc(C2=NN(C(=O)CCCC(=O)O)C(c3cccs3)C2)c1 (stereo not drawn)	1.2	14	-16
COc1ccnc(Nc2ccc(C)c(C)c2)c1C#N	-2.8	4	-11
O=C(Cn1cnc2c(oc3ccccc32)c1=O)NCc1ccccc1	-1.0	10	-24
Cc1c(CC(=O)O)c(=O)oc2c(C)c3occ(-c4ccccc4)c3cc12	-1.5	-2	-13
CN(C)S(=O)(=O)Oc1ccsc1C(=O)Nc1cccc(Cl)c1	0.8	3	-1
O=C(O)CCc1nn2c3ccccc3n(CC(=O)c3ccccc3)c2nc1=O	-0.9	4	-1
COc1ccccc1C(=O)NC(CCSC)C(=O)NC1CCCCCC1 (stereo not drawn)	-0.8	6	-33
COc1ccc(Cl)cc1NC(=O)CN(C)C(=O)C1CCN(C(=O)Nc2ccccc2)CC1	0.0	1	-18
COc1ccc(OC)c(C(c2nnnn2C2CCCC2)N2CCN(c3ccccc3F)CC2)c1 (stereo not drawn)	1.1	11	-28
Cc1ccc(C(=O)N/C(=C\c2ccc(Br)cc2)c2nc(=S)[nH][nH]2)cc1	-0.8	-1	8
O=C(NCC1CCCO1)C1CCN(S(=O)(=O)N2CCCC2)CC1 (stereo not drawn)	-0.2	-3	-8
CCN(CC(=O)NCc1cccs1)S(=O)(=O)c1ccc([N+](=O)[O-])cc1	0.6	40	-17
CCn1c(NCc2ccco2)nc2c1c(=O)n(C)c(=O)n2C	0.9	7	-12
COc1ccc(CCNc2oc(-c3cccc4ccccc34)nc2P(=O)(OC)OC)cc1OC	-2.2	22	-27
NNC(=O)c1[nH]c(-c2ccccc2)cc1-c1ccccc1	0.2	-1	-31
COc1ccccc1N1CCN(C(=O)c2ccc3c(=O)n4c(nc3c2)CCCCC4)CC1	-3.1	-1	-7
COc1cc(NC(=S)NCc2ccc(S(N)(=O)=O)cc2)c(OC)cc1Cl	0.3	26	5
COc1cc(OC)cc(C(=O)Nc2ccc3c(c2)n(C)c(=O)n3C)c1	-0.9	37	-10
Cc1cc(C(=O)CN2CCN(CC(=O)Nc3cccc(F)c3)CC2)c(C)n1C1CC1	0.0	4	-34
CC1CCCCC1NC(=O)c1ccc(-n2cncn2)cc1 (stereo not drawn)	-2.4	8	3
NS(=O)(=O)c1cccc(NC(=O)CSc2nn(-c3ccccc3)c(=S)s2)c1	0.2	8	-5
O=C(CCc1nnc2ccc(NCc3ccccc3)nn12)NCC1CCN(C2CCCC2)C1 (stereo not drawn)	0.1	1	-9
Cn1cnnc1SCC(=O)NC1CCCC1	2.5	-7	-3
O=C(NCc1ccco1)C1CCN(c2nnc(-n3cccc3)s2)CC1	0.1	3	-25
O=C(c1ccc(-c2ccc([N+](=O)[O-])cc2)o1)N1CCCCCCC1	0.1	12	-22
CCS(=O)(=O)n1nc(-c2ccc(Cl)cc2)nc1N	-0.5	9	-26
O=C(Nc1ccc(OC(F)F)cc1)c1cc(S(=O)(=O)N2CCOCC2)ccc1F	-1.3	26	-18
O=C(Nc1c2c(nn1-c1ccccc1)CS(=O)(=O)C2)c1ccc2c(c1)OCO2	-1.0	16	-12
Cn1c(=O)c2cc(S(=O)(=O)Nc3cccc(F)c3)ccc2n(C)c1=O	-0.9	17	-19
O=C1c2ccccc2NC(c2ccc(-c3ccccc3F)o2)N1O (stereo not drawn)	-2.0	7	-38
Cc1ccc(C2=C/C(=C/c3cccnc3)C(=O)O2)c(C)c1	0.1	15	-27
CCCS(=O)(=O)N1CCCC(C(=O)Oc2ccc(Cl)cc2)C1 (stereo not drawn)	-1.4	25	3
CC1=C(C(=O)OCc2ccccc2)C(c2ccccc2Cl)NC(=O)N1CCCC(=O)O (stereo not drawn)	0.8	38	-10
c1ccc2c(Nc3nc(-c4ccncc4)nc4ccccc34)cccc2c1	0.1	30	-41
CCOc1ccc(N/C(SCc2cccc([N+](=O)[O-])c2)=C(/C#N)C(N)=O)cc1	-1.0	15	-3
CCOc1cc(/C=C2/NC(=O)NC2=O)cc(Br)c1OCc1ccc(C(=O)O)cc1	-1.2	13	-20
S=C(NC1CCCCC1)N1CCN(c2ccccn2)CC1	-1.7	3	-8
COc1ccc(Nc2nc3ccccc3n3cnnc23)cc1	1.4	17	-7
COc1cc(/C=N/O)c(Br)cc1OCC(=O)Nc1ccccc1C	-0.2	47	-14
N#Cc1ccc(N2CCOCC2)nc1	-0.7	0	-1
CCCC(=O)Nc1ccc2nc(SCC(=O)Nc3nccs3)sc2c1	-0.3	23	-23

# As entered above.
# STK33 kinase inh, `O=C(Nc1c2c(nn1-c1ccccc1)CS(=O)(=O)C2)c1ccc2c(c1)OCO2` reads -1.0
# STK33 kinase inh, `COc1cc(OC)cc(C(=O)Nc2ccc3c(c2)n(C)c(=O)n3C)c1` reads -0.9

# (more compounds)
structure	STK33 kinase inh	OX1R antag-1	OX1R antag-2
NC1=NC(c2cccc(Cl)c2)N(CCc2ccc(F)cc2)C(N)=N1 (stereo not drawn)	-0.5	-5	-6
COc1ccc(NC(=O)COC(=O)c2cc(OC)c(OC)cc2NC(=O)c2ccco2)cc1OC	0.4	13	-24
O=C(O)/C=C/C(=O)N1CCN(C(c2ccccc2)c2ccccc2)CC1	-1.5	24	-16
CC1(C)NC(=O)N(CCOCCOc2ccc3ccccc3c2Br)C1=O	-0.4	20	-14
Cc1nc(C(F)(F)F)nc(Nc2ccc(Br)cc2)c1C#N	0.4	4	-24
COc1ccc(N2C(=O)c3ccccc3NC23CCC(C)CC3)cc1 (stereo not drawn)	0.3	3	-2
CSCCC(NS(=O)(=O)c1ccc(C)cc1)C(=O)NCC(C)(C)N1CCOCC1 (stereo not drawn)	-2.0	1	-34
Cc1cccc(C(=O)N2CCCC(CCC(=O)N3CCN(c4ccccn4)CC3)C2)c1 (stereo not drawn)	-1.0	17	-32
